Compound activity as filed in PubChem BioAssay.
Candida biofilm = kills Candida albicans biofilms; inhibition, % at 6 µM; AID 834; C. albicans biofilm + clotrimazole, Alamar Blue; 0.14% of 85,000 active;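 active = inhibition above 20%; inactive = inhibition below 20%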;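 note: preformed 24 hr biofilms exposed to compound for 48 hr; 0% = biofilm without compound and 100% = blank killed by clotrimazole plus chlorhexidine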
DAT uptake mod = changed human dopamine transporter uptake under cocaine IC80 | AID 449768 | B-score at 10 µM | Q01959 | 1.3% of 110,000 active | LLC-PK1 hDAT cells, [14C]-dopamine uptake with cocaine IC80; actives deviate in either direction;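 active = Z score or B-score, a plate-position-corrected score, falls beyond the plate's 99.7% confidence bounds, in either direction; inactive = both scores lie inside the 99.7% bounds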;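 note: scored against the spread of the other compound wells on the same plate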
F-actin modifier = modifiers of cytoskeleton assembly. HUVEC TNFa F-actin phalloidin imaging, high content. inhibition, % at 2 µM. 0.18% of 91,000 active;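 active = inhibition above the batch mean plus 3 SD and confirmed as a hit by visual image inspection, cut at about 30% in these data, passing the limit was not always enough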; note: strong numbers were not always called active
MT1-MMP txn act = MT1-MMP promoter transcription activation | 0.16% of 86,000 active | activation factor at 10 µM | AID 750 | HT1080 MT1-MMP promoter luciferase reporter, luminescence, overnight; hits give high values;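 active = activation factor of at least 2 for MT1-MMP transcription at 10 µM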
TNFa cytotox = toxic to HUVEC cells under TNF alpha stimulation; HUVEC TNFalpha-stimulated, Hoechst cell count, imaging; cell count reduction, % at 2 µM; 0.17% of 93,000 active;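 active = cell count reduction exceeding the screen mean by over 5 SD, scaled to untreated wells per plate, cut at about 78% in these data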;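 note: cells counted after 24 h of TNF alpha exposure following the 1 h pretreatment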
VCAM1 TNFa inh = reduces TNF alpha induced VCAM1 expression in HUVEC; HUVEC TNFa-induced VCAM-1 immunofluorescence, high-content imaging; AID 802; 0.48% of 95,000 active; inhibition, % at 2 µM;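 active = inhibition above the batch mean plus 3 SD, with images confirmed as a hit by eye, cut at about 37% in these data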;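 note: 0% = TNF-stimulated DMSO wells and 100% = unstimulated control wells; not every result past the cut was called active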
PTPN22 inh 2 = LYP (human) phosphatase inhibition | 0.21% of 96,000 active | AID 640 | inhibition, % at 2 µM | recombinant LYP catalytic domain, DiFMUP fluorescence;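 active = inhibition at 2 µM at or above a set limit, the screen mean plus 3 SD, cut at about 24% in these data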;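 note: 0% = DMSO with enzyme and 100% = enzyme fully blocked by orthovanadate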
Target sequence (Q9Y2R2 whole entry, looked up, the tested form may be a part): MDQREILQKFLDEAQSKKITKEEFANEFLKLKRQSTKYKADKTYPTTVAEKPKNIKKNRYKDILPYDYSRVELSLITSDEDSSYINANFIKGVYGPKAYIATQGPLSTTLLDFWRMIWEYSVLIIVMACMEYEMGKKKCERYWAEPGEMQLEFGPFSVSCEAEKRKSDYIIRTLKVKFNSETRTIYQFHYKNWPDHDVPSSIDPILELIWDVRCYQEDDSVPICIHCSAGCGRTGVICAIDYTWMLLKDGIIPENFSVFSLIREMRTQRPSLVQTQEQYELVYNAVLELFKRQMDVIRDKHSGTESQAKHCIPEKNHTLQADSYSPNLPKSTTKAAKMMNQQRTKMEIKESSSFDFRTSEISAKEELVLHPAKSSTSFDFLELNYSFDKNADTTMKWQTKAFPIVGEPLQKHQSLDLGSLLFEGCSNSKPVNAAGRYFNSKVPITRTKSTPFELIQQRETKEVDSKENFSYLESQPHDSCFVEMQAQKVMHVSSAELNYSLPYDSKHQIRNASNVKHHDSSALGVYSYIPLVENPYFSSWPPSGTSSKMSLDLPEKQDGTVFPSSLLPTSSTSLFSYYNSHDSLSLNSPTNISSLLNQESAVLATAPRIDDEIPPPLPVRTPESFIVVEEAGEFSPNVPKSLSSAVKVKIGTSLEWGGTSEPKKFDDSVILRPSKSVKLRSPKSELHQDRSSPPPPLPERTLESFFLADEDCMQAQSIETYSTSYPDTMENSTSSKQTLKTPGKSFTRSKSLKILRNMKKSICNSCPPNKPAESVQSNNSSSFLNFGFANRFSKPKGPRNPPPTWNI
Smad3 inh = blocks human Smad3 binding to FoxH1 peptide. AID 630. P84022. 0.29% of 88,000 active. TR-FRET Smad3/Dy647-FoxH1 peptide binding, europium anti-His. inhibition, % at 25 µM;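 active = compounds that reduce the energy-transfer binding signal between the protein and its labelled peptide by more than half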;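 note: 0% = Smad3 plus labelled peptide maximal FRET and 100% = peptide-only background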
IL1B cytotox = HUVEC cytotoxicity counter-screen, IL-1B stimulated. HUVEC cell count loss, Hoechst imaging. cell count reduction, % at 2 µM. 0.41% of 94,000 active;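 active = cell count reduction more than 3 SD above the screen-wide mean, cut at about 70% in these data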;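 note: normalized per plate to untreated control cells as the no-loss baseline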
Numbers without * were called inactive; x = not tested or not shown; [ ] = another dose, or the depositor's remark. An excerpt. The share of hits here may be higher or lower than overall.

A first look (16 entries):
SMILES | Candida biofilm | DAT uptake mod | F-actin modifier | MT1-MMP txn act | TNFa cytotox | VCAM1 TNFa inh | PTPN22 inh 2 | Smad3 inh | IL1B cytotox
O=C(c1cccc(Br)c1)N1CCN(C(=O)N2CCOCC2)CC1 | 2 | -0.17 | 10 | 1 | -16 | 25 | 6 | 0 | -14
CCOc1ccc(NC(=O)CCCOc2cc(=O)n(C)c3ccccc23)cc1 | 13 | -0.22 | 5 | 1.2 | -30 | 13 | -8 | 6 | -7
O=C(CCNC(=O)Cn1cnc2ccccc2c1=O)NCCC1=CCCCC1 | 8 | -0.65 | x | 1.3 | x | x | x | -4 | x
CCOC(=O)C1CCCN(Cc2cc(OC)c(O)c(OC)c2)C1 (stereo unspecified) | 7 | -0.65 | x | 1 | x | x | x | 5 | x
CCCCOCCCn1c(-c2ccco2)nc2nc3ccccc3nc21 | -4 | 3.5* | 5 | 1.2 | -6 | 15 | -3 | 2 | -5
COc1cccc(-c2csc(N3CCN(C(=O)Nc4ccc(F)cc4)CC3)n2)c1 | 3 | 0.46 | 2 | 1.2 | -37 | 6 | -6 | -3 | -18
COC(=O)c1ccc2c(c1)S(=O)(=O)NC(=NCc1ccco1)S2 | 4 | 0.014 | -36 | 1.2 | 8 | -8 | -3 | -2 | -10
c1ccc2c(c1)ncn2CCOCCOCCn1cnc2ccccc21 | 9 | -0.58 | -6 | 1.1 | 0 | -17 | -4 | -13 | -20
N#Cc1ccsc1NC(=O)CSc1ncn[nH]1 | x | 0.89 | -12 | 1.2 | -14 | 12 | -2 | 2 | -27
O=C(NCc1ccncc1)c1ccc(Cn2cc(C(F)(F)F)ccc2=O)cc1 | x | x | -6 | x | 8 | -5 | 2 | x | 6
CN1CCN(c2nc(N3CCN(CCO)CC3)nc3ccccc23)CC1 | 6 | -0.54 | 4 | 1.1 | -19 | 2 | -5 | -10 | 19
Nn1c(SCC(=O)Nc2ccc(S(=O)(=O)N3CCCC3)cc2)nnc1C(F)(F)F | 6 | -0.11 | -1 | 1.3 | -9 | -4 | 1 | 0 | -4
Cn1c(=O)[nH]c(=O)c2c1nc(Br)n2CCSc1nc2ccccc2o1 | 10 | 0.48 | -13 | 1 | -12 | 4 | -8 | 14[fluorescence artefact?] | 10
CC(CC(=O)Nc1cc([N+](=O)[O-])ccc1Cl)c1ccccc1 (stereo unspecified) | x | 0.16 | 18 | x | -26 | -53 | 8 | x | -9
CC(C)Cn1c(-c2ccc(C#N)cc2)nc2c1c(=O)[nH]c(=O)n2CC(C)C | 2 | x | x | 1.3 | -59 | -8 | 4 | 0 | -8
COC(=O)C(C#N)C(=C1C(=O)CC(C)(C)CC1=O)c1ccc(O)cc1 (stereo unspecified) | x | -2 | -11 | 1 | -16 | 1 | -3 | x | -7

The listing, from the first entry:
SMILES | Candida biofilm | DAT uptake mod | F-actin modifier | MT1-MMP txn act | TNFa cytotox | VCAM1 TNFa inh | PTPN22 inh 2 | Smad3 inh | IL1B cytotox
O=C(c1cccc(Br)c1)N1CCN(C(=O)N2CCOCC2)CC1 | 2 | -0.17 | 10 | 1 | -16 | 25 | 6 | 0 | -14
CCOc1ccc(NC(=O)CCCOc2cc(=O)n(C)c3ccccc23)cc1 | 13 | -0.22 | 5 | 1.2 | -30 | 13 | -8 | 6 | -7
O=C(CCNC(=O)Cn1cnc2ccccc2c1=O)NCCC1=CCCCC1 | 8 | -0.65 | x | 1.3 | x | x | x | -4 | x
CCOC(=O)C1CCCN(Cc2cc(OC)c(O)c(OC)c2)C1 (stereo unspecified) | 7 | -0.65 | x | 1 | x | x | x | 5 | x
CCCCOCCCn1c(-c2ccco2)nc2nc3ccccc3nc21 | -4 | 3.5* | 5 | 1.2 | -6 | 15 | -3 | 2 | -5
COc1cccc(-c2csc(N3CCN(C(=O)Nc4ccc(F)cc4)CC3)n2)c1 | 3 | 0.46 | 2 | 1.2 | -37 | 6 | -6 | -3 | -18
COC(=O)c1ccc2c(c1)S(=O)(=O)NC(=NCc1ccco1)S2 | 4 | 0.014 | -36 | 1.2 | 8 | -8 | -3 | -2 | -10
c1ccc2c(c1)ncn2CCOCCOCCn1cnc2ccccc21 | 9 | -0.58 | -6 | 1.1 | 0 | -17 | -4 | -13 | -20
N#Cc1ccsc1NC(=O)CSc1ncn[nH]1 | x | 0.89 | -12 | 1.2 | -14 | 12 | -2 | 2 | -27
O=C(NCc1ccncc1)c1ccc(Cn2cc(C(F)(F)F)ccc2=O)cc1 | x | x | -6 | x | 8 | -5 | 2 | x | 6
CN1CCN(c2nc(N3CCN(CCO)CC3)nc3ccccc23)CC1 | 6 | -0.54 | 4 | 1.1 | -19 | 2 | -5 | -10 | 19
Nn1c(SCC(=O)Nc2ccc(S(=O)(=O)N3CCCC3)cc2)nnc1C(F)(F)F | 6 | -0.11 | -1 | 1.3 | -9 | -4 | 1 | 0 | -4
Cn1c(=O)[nH]c(=O)c2c1nc(Br)n2CCSc1nc2ccccc2o1 | 10 | 0.48 | -13 | 1 | -12 | 4 | -8 | 14[fluorescence artefact?] | 10
CC(CC(=O)Nc1cc([N+](=O)[O-])ccc1Cl)c1ccccc1 (stereo unspecified) | x | 0.16 | 18 | x | -26 | -53 | 8 | x | -9
CC(C)Cn1c(-c2ccc(C#N)cc2)nc2c1c(=O)[nH]c(=O)n2CC(C)C | 2 | x | x | 1.3 | -59 | -8 | 4 | 0 | -8
COC(=O)C(C#N)C(=C1C(=O)CC(C)(C)CC1=O)c1ccc(O)cc1 (stereo unspecified) | x | -2 | -11 | 1 | -16 | 1 | -3 | x | -7
Cc1ccc(-c2noc(CCC(=O)Nc3ccccc3C)n2)cc1 | 7 | -1.8 | -63 | 1.1 | 10 | -8 | -5 | -4 | -14
CCc1nn2c(=O)cc(N3CCN(c4cc(C)nc5ccccc45)CC3)nc2s1 | 3 | 0.37 | 5 | 1 | -6 | -4 | 1 | 17 | -42
CCCCCCOC(=O)/C=C/c1c(C)[nH]c(=O)[nH]c1=O | x | 0.01 | 7 | x | -3 | 11 | 8 | x | -13
CCN(Cc1cc2cc(C)ccc2[nH]c1=O)C(=O)c1cccc(OC)c1 | 6 | x | -65 | 1.1 | 82* | 90* | -7 | -3 | 19
COc1ccc(-c2nn3c(-c4cccc(C)c4)nnc3s2)cc1OC | x | -0.26 | 18 | 1.1 | -3 | 12 | 10 | x | -8
Cc1ccc(S(=O)(=O)N(CC(=O)N/N=C/c2cccc(Cl)c2)c2cccc3cccnc23)cc1 | x | x | 1 | x | -19 | 4 | 8 | x | 9
CCOc1ccc(-c2nc(-c3ccc(OC)c(OC)c3)no2)cc1OCC | 5 | 1.2 | -4 | 1.3 | -12 | 12 | 2 | -9 | 21
Cc1nc2ncnn2c(C)c1CCC(=O)Nc1csc(N)n1 | x | 0.52 | -1 | 1.2 | -12 | 0 | 7 | x | 3
CCOc1ccc(C(Nc2ccc(C)cc2)P2(=O)OCCC(C)O2)cc1 (stereo unspecified) | 7 | 1.1 | -9 | 1 | -6 | -14 | 6 | -8 | -4
CCOC(=O)c1snc2c(=O)[nH]cnc12 | 8 | -0.23 | -14 | 1.1 | -26 | -6 | -14 | 1 | -8
COc1ccc(C(=O)NCCn2cc(SCC(=O)NCc3ccco3)c3ccccc32)cc1 | x | 0.33 | 30 | 1.5 | -45 | -9 | 5 | x | -8
CC(=O)N1C(Nc2ccc(Cl)cc2)CCN1c1ccccc1 (stereo unspecified) | x | 1.6 | -12 | x | -21 | 18 | -13 | x | -10
CCCNc1ncnc2c1cnn2-c1ccc(OC)cc1 | 1 | x | x | 0.8 | x | x | -1 | 1 | -17
COc1ccc(S(=O)(=O)Nc2ccc(C)cc2)cc1N(C)S(=O)(=O)c1ccc(Cl)cc1 | x | -1 | -8 | x | 7 | -3 | 16 | x | 17
O=C1CCCC/C1=C\Nc1ccccc1C(=O)O | 8 | -0.63 | -8 | 1 | -12 | 19 | 9 | -1 | -7
Cn1c(=O)c(C(=O)Nc2cccnc2)c(O)c2ccccc21 | 10 | x | 18 | 1.6 | -20 | 9 | 6 | 4[fluorescence artefact?] | -16
O=C(Cc1ccccc1)N[C@H](c1ccccc1)P(=O)(O)CO | 9 | -0.9 | 0 | 1 | -8 | -5 | -7 | 5 | -18
N=c1c2c3c(sc2ncn1CCCN1CCOCC1)CCCCC3 | 5 | 0.3 | 23 | 1.2 | -27 | 3 | -15 | 5 | 32
CC(NC(=O)Cc1cccs1)C(c1cccs1)N1CCOCC1 (stereo unspecified) | 9 | 0.71 | 5 | 1.2 | -13 | -2 | 3 | 8 | 9
CCC(=O)NCCc1cc2ccc(C)c(C)c2[nH]c1=O | 3 | -0.011 | x | 1.1 | x | x | x | 1 | x
COCCn1c(C)cc2c(c1=O)C(c1ccco1)C(C#N)=C(N)O2 (stereo unspecified) | 1 | -0.77 | -7 | 1.1 | 9 | -2 | -1 | 1 | 4
CC1Cc2ccccc2N1C(=O)CN1CCC(n2nnc3cc(C(F)(F)F)ccc32)CC1 (stereo unspecified) | x | 0.15 | -1 | x | 11 | 5 | -2 | x | -12
O=C(NCc1ccccc1F)c1ccc2c(c1)OCO2 | 1 | 0.087 | -22 | 1.2 | 0 | -6 | -5 | -4 | 8
COc1ccc(-c2nnc(NC(=O)c3ccc(S(=O)(=O)N4CCc5ccccc5C4)cc3)o2)cc1 | 5 | x | -31 | 0.9 | 1 | -9 | -7 | -1 | -31
CN(C)C(=O)Nc1ccc(F)cc1F | 4 | -0.16 | x | 1.1 | x | x | 0 | 6 | -24
O=C(Nc1cc(=O)[nH]c2ncnn12)c1ccc(Cl)cc1Cl | x | 0.17 | 17 | x | -9 | 12 | 7 | x | 4
C=CCn1c(SCn2nnc3ccccc3c2=O)nnc1-c1ccc(Br)cc1 | 6 | 0.23 | 4 | 1.3 | 30 | -3 | 11 | -8 | -60
CCCCC(c1nnnn1CS(=O)(=O)c1ccc(C)cc1)N1CCN(c2ccccc2)CC1 (stereo unspecified) | 6 | 0.0049 | -15 | 1.2 | 9 | 30 | -7 | 9 | 0
COc1ccc(C(=O)N2CCN(Cc3ccccc3C)CC2)cc1OC | 4 | 0.095 | 4 | 1 | -3 | 4 | -1 | 11 | -9
NC(=O)C1CCN(C(=O)CSc2nc3c(c(-c4ccccc4)n2)CCCC3)CC1 | 6 | 0.025 | x | 1 | x | x | -5 | 9 | 3
CCOCCCn1c(=N)c(C(N)=S)cc2c(=O)n3cccc(C)c3nc21 | 6 | 1.7 | 4 | 1.1 | -5 | 20 | -4 | -6 | -27
Cc1ccc(C(=O)/C=C/Nc2ccc3c(c2)OCO3)cc1 | x | -0.062 | -39 | x | 3 | 11 | 6 | x | -19
O=C(c1cccc(Cl)c1)N1CCN(Cc2ccccc2F)CC1 | 0 | 0.8 | 12 | 1.2 | -19 | 3 | 8 | 13 | -10
Cn1c(Cc2ccccc2)nnc1SCC(=O)c1ccc(Br)s1 | 6 | -0.22 | -11 | 1.2 | 16 | 10 | 12 | 8 | -12
CCN(CC)c1ncnc2c1sc1nc(C)cc(C)c12 | 4 | 0.79 | 7 | 1 | 13 | -8 | 3 | -2 | 8
O=C(c1c(F)cccc1F)N1CCN(c2ccccc2F)CC1 | 8 | -1.7 | 22 | 1.1 | -17 | -10 | 6 | -14 | -3
